LGR2 inh – blocks bursicon-induced cAMP signaling via Drosophila LGR2 | HEK293 LGR2, CRE-luciferase, bursicon-stimulated, 4 h | inhibition, % at 9.99 µM | 380,000 compounds, 0.35% hits | AID 720647;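 active means drop in luminescence signal, shown as inhibition above about 50% in the replicate tests, limit read from the data, passing the limit was not always enough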;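 further: agonist challenge used bursicon conditioned medium at about half maximal strength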
C2C12 statin – suppressors of simvastatin-induced myotoxicity in C2C12 myotubes. ATP luminescence, 48 h; scaled: DMSO 0, geranylgeraniol control 100. rescue of ATP level, % at 7.49 µM. 330,000 compounds, 0.78% hits;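 active means mean ATP rescue above about 67%, or every replicate alone reaching that limit, limit read from the data, passing the limit was not always enough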;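 further: myotubes were challenged with 10 µM simvastatin during compound exposure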
ERAP1 HTS inh – ERAP1 (human) enzyme inhibition. 340,000 compounds, 0.15% hits. Q9NZ08. recombinant ERAP1, Leu-AMC fluorescence, 60 min. inhibition, % at 10.7 µM. AID 652197;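 active means mean replicate inhibition of at least 30%, or all replicates individually reaching that 30% level; inactive means mean below 30% and not every replicate reaching it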;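 further: 0% = neutral control wells and 100% = L-leucinethiol positive control wells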
Cneo AK release – causes C. neoformans cell lysis; 360,000 compounds, 0.2% hits; lysis activity, % at 15 µM; adenylate kinase release luminescence, 4 h; normalised: neutral wells 0, clomiphene wells 100; AID 651654;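 active means mean lysis activity across replicates of at least 80%, whatever share of replicates individually reach that level; inactive means mean lysis activity below 80%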
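Material: C. neoformans cells | Amount: Yeast cell density of 5 × 10^6 cells/mL | Medium: Fresh YPD growth medium | Dosing: Single dose | Times: Static 4 h at 37 °C with compound, 1 h detection | Detection: AK luminescence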
SIRT5 block – blocks human SIRT5 desuccinylation of peptide; inhibition, % at 15 µM; 330,000 compounds, 1.1% hits; Purified SirT5, succinyl-peptide AMC, trypsin-coupled fluorescence; Q9NXA8; in the data active means inhibition above about 15%
Target sequence (Q9NXA8 whole entry, looked up): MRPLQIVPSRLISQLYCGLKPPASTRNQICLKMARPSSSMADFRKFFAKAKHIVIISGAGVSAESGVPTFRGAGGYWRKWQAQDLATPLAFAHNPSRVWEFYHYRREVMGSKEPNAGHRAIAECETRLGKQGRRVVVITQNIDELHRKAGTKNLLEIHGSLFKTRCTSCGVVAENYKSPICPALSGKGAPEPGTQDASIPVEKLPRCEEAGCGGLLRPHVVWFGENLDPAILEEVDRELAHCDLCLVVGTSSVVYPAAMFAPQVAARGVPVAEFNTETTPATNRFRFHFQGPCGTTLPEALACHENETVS
S100A4 inh HTS – S100A4-myosin IIA interaction inhibition. P26447. S100A4/TAMRA-MyoIIA peptide fluorescence polarization. inhibition, % at 10.7 µM. 360,000 compounds, 0.14% hits. AID 652163;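 active means mean inhibition of at least 70% across replicates, with every replicate also reaching that level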
Target sequence (P26447 whole entry, looked up): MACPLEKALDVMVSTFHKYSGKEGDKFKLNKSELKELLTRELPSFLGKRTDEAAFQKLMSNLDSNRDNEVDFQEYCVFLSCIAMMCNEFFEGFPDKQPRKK
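Compound dosing: one dose per compound; test system: human S100A4 monomer with TAMRA-labelled myosin IIA peptide; probe or stimulus: TAMRA-labelled myosin IIA heavy-chain peptide probe, 5 nM; medium: HEPES buffer with Ca2+, pH 7.2; schedule: 5 min incubation before reading; benchmarks: neutral control DMSO, positive control TFP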
Xi reactivation – X-chromosome reactivation activator. XiGFP mouse fibroblasts, % GFP-positive cells imaging, 3 d; cells co-treated with 5-aza-dC sensitizer; scaled so ellipticine positive control = 100%. activation, % at 7.58 µM. 360,000 compounds, 0.055% hits. AID 743238;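 active means mean normalized replicate activation at least 10% and every replicate at or above 10%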;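 further: 0% = median of on-plate neutral control wells and 100% = ellipticine 6 µM median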
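Assay system: SV40-immortalized XiGFP fibroblast cells, line 68-5-11; buffer or medium: DMEM plus 5-aza-dC sensitizer; compound: one concentration, pinned; timing: compounds 3 days, fix/stain 15 min at room temperature; benchmarks: positive control ellipticine, 6 µM final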
PGC1a acetyl inh – PGC1a acetylation modulation, inhibitor mode; U2OS PGC1a acetylation, AlphaScreen anti-acetyl-lysine; with virally co-expressed GCN5 acetyltransferase; inhibition, % at 15.6 µM; AID 651687; 350,000 compounds, 0.17% hits;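 active means every replicate shows inhibition of at least 40%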;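 further: 0% = neutral control wells and 100% = positive control wells; some results beyond the cut were filed as inactive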
Starred values were filed as active, the others as inactive. These rows are one share of the data. The share of hits here may be higher or lower than overall.

What do the screens show for `Cc1ccc(NC(=S)NCc2ccc(S(N)(=O)=O)cc2)cc1Cl`?
LGR2 inh: 6; C2C12 statin: -3; ERAP1 HTS inh: -3; Cneo AK release: -2; SIRT5 block: -7; S100A4 inh HTS: -5; Xi reactivation: -0.1; PGC1a acetyl inh: -9

Results for CSCc1c(C(=O)OCC(=O)c2ccc[nH]2)oc2ccccc12 ?
LGR2 inh: 15; C2C12 statin: -10; ERAP1 HTS inh: 0; SIRT5 block: -4; S100A4 inh HTS: -2; Xi reactivation: 0.2; PGC1a acetyl inh: 11

How did C[C@H](CO)N1C[C@H](C)[C@@H](CN(C)Cc2cccnc2)Oc2cc(C3=CCCCC3)ccc2S1(=O)=O do in these assays?
LGR2 inh: 7; C2C12 statin: -64; ERAP1 HTS inh: 2; Cneo AK release: -1; SIRT5 block: 3; S100A4 inh HTS: 13; Xi reactivation: -0.1; PGC1a acetyl inh: -10

How did COc1ccc(N=Nc2nc(-c3ccccc3)c(-c3ccccc3)[nH]2)cc1 do in these assays?
LGR2 inh: 11; C2C12 statin: -43; ERAP1 HTS inh: -2; Cneo AK release: -1; SIRT5 block: -1; S100A4 inh HTS: 14; Xi reactivation: -0.1; PGC1a acetyl inh: -1

How did COCCN1C[C@@H](CO)O[C@@H](n2cnc3c(NCc4cc(OC)c(OC)c(OC)c4)ncnc32)C1 do in these assays?
LGR2 inh: -9; C2C12 statin: -3; ERAP1 HTS inh: -1; Cneo AK release: 4; SIRT5 block: -1; S100A4 inh HTS: 4; Xi reactivation: 0.3; PGC1a acetyl inh: 10

Results for CC(C)(C)c1ccc(C(=O)NCCCNC(=O)c2cccnc2)cc1 ?
LGR2 inh: -9; C2C12 statin: 5; ERAP1 HTS inh: -3; Cneo AK release: -1; SIRT5 block: 1; S100A4 inh HTS: 1; Xi reactivation: 0.3

Results for Cc1cc(C(F)(F)F)n2[nH]c(=O)c(N=Nc3ccccc3)c2n1 ?
LGR2 inh: 28; C2C12 statin: -3; ERAP1 HTS inh: 17; SIRT5 block: 4; S100A4 inh HTS: 3; Xi reactivation: 0.0; PGC1a acetyl inh: 1

Results for CC(=O)N1c2ccc(S(=O)(=O)NCC3CCC(C(=O)NC4CCC(C)CC4)CC3)cc2CC1C (stereo unspecified) ?
LGR2 inh: -8; C2C12 statin: -4; ERAP1 HTS inh: -3; Cneo AK release: -2; SIRT5 block: -3; S100A4 inh HTS: 2; Xi reactivation: 0.0; PGC1a acetyl inh: -7

Results for COc1ccc(CCNC(=O)c2cnn3c(C(F)F)cc(C)nc23)cc1OC ?
LGR2 inh: -1; C2C12 statin: 3; ERAP1 HTS inh: -3; Cneo AK release: 1; SIRT5 block: -1; S100A4 inh HTS: 12; Xi reactivation: 0.0; PGC1a acetyl inh: 4

Results for CC1(C(=O)NC2CCCCCCC2)CCC(=O)N1Cc1ccco1 (stereo unspecified) ?
LGR2 inh: 5; C2C12 statin: 4; ERAP1 HTS inh: -1; Cneo AK release: 0; SIRT5 block: -3; S100A4 inh HTS: 1; PGC1a acetyl inh: -6

What do the screens show for `CCN(c1ccc(NC(=O)COC(=O)C(C)N=C2NS(=O)(=O)c3ccccc32)cc1)C(C)C` (stereo unspecified)?
LGR2 inh: -5; C2C12 statin: -3; ERAP1 HTS inh: -5; SIRT5 block: -8; S100A4 inh HTS: 1; Xi reactivation: 0.1; PGC1a acetyl inh: 0

How did COc1ccc(S(=O)(=O)N(C)C[C@H]2Oc3cc(C#CC4CC4)ccc3S(=O)(=O)N([C@@H](C)CO)C[C@H]2C)cc1 do in these assays?
LGR2 inh: 1; C2C12 statin: -3; ERAP1 HTS inh: 7; Cneo AK release: 57; SIRT5 block: 22*; S100A4 inh HTS: -3; Xi reactivation: 0.1; PGC1a acetyl inh: -24

What do the screens show for `C[C@H]1CN([C@@H](C)CO)S(=O)(=O)c2ccc(C#Cc3ccccc3F)cc2O[C@@H]1CN(C)C(=O)Cc1ccncc1`?
LGR2 inh: -3; C2C12 statin: -7; ERAP1 HTS inh: -2; Cneo AK release: 13; SIRT5 block: 5; S100A4 inh HTS: -20; Xi reactivation: -0.4; PGC1a acetyl inh: 0

What do the screens show for `CC(=O)NC(c1ccccc1)c1nc(-c2cccc(C(C)C)c2)cs1` (stereo unspecified)?
LGR2 inh: 13; C2C12 statin: 30; ERAP1 HTS inh: -2; Cneo AK release: -2; S100A4 inh HTS: 0; Xi reactivation: 0.0; PGC1a acetyl inh: -21

How did O=C(/C=C/c1cccc(F)c1)NC1CCN(Cc2ccccc2)CC1 do in these assays?
LGR2 inh: -11; C2C12 statin: -81; ERAP1 HTS inh: -2; Cneo AK release: 3; SIRT5 block: -2; S100A4 inh HTS: -5; Xi reactivation: 0.0; PGC1a acetyl inh: 18

What do the screens show for `COc1ccccc1C#Cc1ccc([C@H]2[C@@H](C#N)N(C(=O)C3CC3)[C@H]2CO)cc1`?
LGR2 inh: -16; C2C12 statin: -172; ERAP1 HTS inh: 0; Cneo AK release: -4; SIRT5 block: -4; S100A4 inh HTS: 4; Xi reactivation: -0.1; PGC1a acetyl inh: -2

What do the screens show for `CNC[C@@H]1OCCCC[C@H](C)Oc2ccc(NC(=O)Nc3ccc(F)cc3)cc2C(=O)N([C@@H](C)CO)C[C@H]1C`?
LGR2 inh: -11; C2C12 statin: -12; ERAP1 HTS inh: -3; Cneo AK release: 101*; SIRT5 block: 5; S100A4 inh HTS: -8; Xi reactivation: 0.0; PGC1a acetyl inh: -5

How did Cc1cccc(NC(=O)C2CCCN(S(=O)(=O)c3ccc4[nH]c(=O)ccc4c3)C2)n1 (stereo unspecified) do in these assays?
LGR2 inh: 12; C2C12 statin: 10; ERAP1 HTS inh: 1; Cneo AK release: 1; SIRT5 block: -1; S100A4 inh HTS: -5; Xi reactivation: 0.1; PGC1a acetyl inh: -10

What do the screens show for `c1ccc(CSCc2cn3ccccc3n2)cc1`?
LGR2 inh: -64; C2C12 statin: 7; ERAP1 HTS inh: 4; Cneo AK release: 14; SIRT5 block: -9; S100A4 inh HTS: 0; Xi reactivation: 0.0; PGC1a acetyl inh: 23

How did CC(C)C(NC(=O)C(NC(=O)C1OC2OC(C)(C)OC2C2OC(C)(C)OC12)C(C)C)C(=O)O (stereo unspecified) do in these assays?
LGR2 inh: 5; ERAP1 HTS inh: -2; S100A4 inh HTS: -4; Xi reactivation: 0.3; PGC1a acetyl inh: -5

How did O=C(Nc1ccc(Cl)cc1)Nc1csc([N+](=O)[O-])c1 do in these assays?
LGR2 inh: 0; ERAP1 HTS inh: 1; Cneo AK release: -4; SIRT5 block: -3; S100A4 inh HTS: -5; Xi reactivation: 0.3; PGC1a acetyl inh: 11

Results for CCC(=O)N(C)C[C@H]1Oc2ncc(C#Cc3ccccc3OC)cc2C(=O)N([C@H](C)CO)C[C@@H]1C ?
LGR2 inh: 10; C2C12 statin: 25; ERAP1 HTS inh: -7; Cneo AK release: 8; SIRT5 block: 12; S100A4 inh HTS: -5; Xi reactivation: -0.1; PGC1a acetyl inh: -12

What do the screens show for `Nc1cc(=O)[nH]c(SCCOc2ccccc2)n1`?
LGR2 inh: -6; ERAP1 HTS inh: -3; SIRT5 block: 2; S100A4 inh HTS: -1; Xi reactivation: 0.0; PGC1a acetyl inh: -3

Results for CCc1nnc(NC(=O)CN2C(=O)NC3(CC(C)CC(C)(C)C3)C2=O)s1 (stereo unspecified) ?
LGR2 inh: 2; C2C12 statin: 4; ERAP1 HTS inh: 1; Cneo AK release: 4; SIRT5 block: -1; S100A4 inh HTS: -1; Xi reactivation: -0.2; PGC1a acetyl inh: 2

What do the screens show for `O=C(NC(=S)NCCN1CCOCC1)c1ccccc1`?
LGR2 inh: -15; ERAP1 HTS inh: -4; Cneo AK release: 5; SIRT5 block: 13; S100A4 inh HTS: -17; Xi reactivation: 0.2

What do the screens show for `COc1ccc(C(=O)N2CCN(CC(=O)N3CCOCC3)CC2)cc1`?
C2C12 statin: 11; ERAP1 HTS inh: 1; Cneo AK release: -1; SIRT5 block: -2; S100A4 inh HTS: -1; Xi reactivation: 0.6; PGC1a acetyl inh: 4

How did CO[C@H]1CN(C)C(=O)c2ccc(NC(C)=O)cc2OC[C@H](C)N(Cc2cc(F)ccc2F)C[C@@H]1C do in these assays?
LGR2 inh: 4; C2C12 statin: -11; ERAP1 HTS inh: -2; Cneo AK release: -1; SIRT5 block: 3; S100A4 inh HTS: 3; Xi reactivation: 0.1; PGC1a acetyl inh: -3

Results for CCCCn1c(N)c(N(CCOC)C(=O)c2ccc(C)c(S(=O)(=O)N3CCCCC3)c2)c(=O)[nH]c1=O ?
LGR2 inh: 21; C2C12 statin: -4; ERAP1 HTS inh: 1; Cneo AK release: 0; SIRT5 block: -3; S100A4 inh HTS: 1; Xi reactivation: 0.0

Results for Cc1cc(NC(=O)Nc2cc(Cl)ccc2C)no1 ?
LGR2 inh: 5; C2C12 statin: -7; ERAP1 HTS inh: 0; Cneo AK release: 3; SIRT5 block: -3; S100A4 inh HTS: 3; Xi reactivation: 0.0

What do the screens show for `Cc1ccc(S(=O)(=O)Nc2ccc3c(c2)C(=O)N([C@H](C)CO)C[C@H](C)[C@@H](CN(C)C(=O)C2CCCCC2)OCCCC[C@@H](C)O3)cc1`?
LGR2 inh: 4; ERAP1 HTS inh: -1; Cneo AK release: -2; SIRT5 block: 3; S100A4 inh HTS: -6; Xi reactivation: 0.1; PGC1a acetyl inh: 0

Results for Cc1c(Cl)cnn1CC(=O)NC1C(=O)N2C(C(=O)O)=C(CSc3nnnn3C)CSC12 (stereo unspecified) ?
LGR2 inh: 16; ERAP1 HTS inh: 0; SIRT5 block: -3; S100A4 inh HTS: 2; Xi reactivation: 0.1; PGC1a acetyl inh: -7

How did C/C(=N\NC(=O)c1cc(C(C)C)[nH]n1)c1ccncc1 do in these assays?
LGR2 inh: -3; C2C12 statin: -11; ERAP1 HTS inh: 0; Cneo AK release: 2; SIRT5 block: -1; S100A4 inh HTS: -3; Xi reactivation: 0.0; PGC1a acetyl inh: 5

How did O=C1CN(C(=O)c2ccc(Br)o2)C(c2ccccc2)c2cc(Br)ccc2N1 (stereo unspecified) do in these assays?
LGR2 inh: 25; C2C12 statin: 51; ERAP1 HTS inh: -3; Cneo AK release: -2; SIRT5 block: 0; S100A4 inh HTS: -9; Xi reactivation: 0.0; PGC1a acetyl inh: 6

Results for O=C(NC1CCCC1)N[C@H]1C=C[C@H](CC(=O)N2CCOCC2)O[C@@H]1CO ?
LGR2 inh: -5; C2C12 statin: -32; ERAP1 HTS inh: -1; Cneo AK release: 7; SIRT5 block: -1; S100A4 inh HTS: -14; Xi reactivation: 0.2; PGC1a acetyl inh: 7

By substructure: the compounds so far containing an aryl thioether with sulfur outside any ring (2)
What do the screens show for `Nc1cc(=O)[nH]c(SCCOc2ccccc2)n1`?
LGR2 inh: -6; ERAP1 HTS inh: -3; SIRT5 block: 2; S100A4 inh HTS: -1; Xi reactivation: 0.0; PGC1a acetyl inh: -3

Results for Cc1c(Cl)cnn1CC(=O)NC1C(=O)N2C(C(=O)O)=C(CSc3nnnn3C)CSC12 (stereo unspecified) ?
LGR2 inh: 16; ERAP1 HTS inh: 0; SIRT5 block: -3; S100A4 inh HTS: 2; Xi reactivation: 0.1; PGC1a acetyl inh: -7
